# From PubChem BioAssay
# NFkB SMM – NF-kappa-B p105 (human) binding; 17,000 compounds, 1.3% hits; Small molecule microarray, anti-His fluorescence binding; P19838; calls only;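 active = spot fluorescence over background significantly raised, with a chance value under 7% in all four replicate spots of the compound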;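 also: probe protein is his-tagged human p50 processed subunit at 1 µg/ml; raw spot fluorescence signals with no normalization applied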
# Target sequence (P19838 1-433 limits assumed): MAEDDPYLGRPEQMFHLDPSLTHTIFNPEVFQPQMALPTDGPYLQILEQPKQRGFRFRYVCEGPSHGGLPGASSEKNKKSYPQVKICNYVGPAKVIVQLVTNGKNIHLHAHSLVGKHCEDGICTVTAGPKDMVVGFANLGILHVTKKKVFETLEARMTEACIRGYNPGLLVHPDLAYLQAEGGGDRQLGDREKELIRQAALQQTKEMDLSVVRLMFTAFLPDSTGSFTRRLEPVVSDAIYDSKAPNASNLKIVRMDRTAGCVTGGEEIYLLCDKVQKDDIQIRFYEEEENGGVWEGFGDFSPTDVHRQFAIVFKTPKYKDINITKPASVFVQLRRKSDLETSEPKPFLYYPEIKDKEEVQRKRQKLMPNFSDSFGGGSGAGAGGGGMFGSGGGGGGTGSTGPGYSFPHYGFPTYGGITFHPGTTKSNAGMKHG
# Calls only; i = inactive; + = active, no number.
SMILES,NFkB SMM
O=C(NCc1nc2ccccc2[nH]1)C1=C[C@H](c2ccc3c(c2)OCO3)C[C@H](OCCCCO)O1,i
C[C@H](CO)N1C[C@H](C)[C@@H](CN(C)C(=O)CCCN(C)C)OCCCC[C@H](C)Oc2ccc(NC(=O)Cc3ccccc3)cc2C1=O,i
CNC[C@@H]1Oc2ccc(NS(=O)(=O)c3cccs3)cc2CC(=O)N([C@@H](C)CO)C[C@@H]1C,i
C[C@@H]1CN([C@H](C)CO)C(=O)CCCn2cc(nn2)CO[C@@H]1CN(C)Cc1ccc2c(c1)OCCN2C,i
O=C(NCc1ccccn1)c1cnn2c1NC(c1cccs1)CC2C(F)(F)F (stereo not drawn),i
Cc1ccc(S(=O)(=O)N(C)C[C@H]2Oc3ccc(NS(=O)(=O)c4ccc(Cl)cc4)cc3CC(=O)N([C@H](C)CO)C[C@H]2C)cc1,i
Cc1noc(C)c1NC(=O)Nc1cccc2c1O[C@H](CN(C)S(=O)(=O)c1cn(C)cn1)[C@@H](C)CN([C@H](C)CO)C2=O,i
C[C@H](CO)N1C[C@H](C)[C@H](CN(C)S(=O)(=O)c2cn(C)cn2)Oc2ccc(NC(=O)CCCN(C)C)cc2CC1=O,i
O=C(NCc1nc2ccccc2[nH]1)C1=C[C@H](c2ccccc2)C[C@H](OCCCCO)O1,i
C[C@H](CO)N1C[C@H](C)[C@H](CN(C)Cc2cccc3c2OCCCO3)OCc2cn(nn2)CCCC1=O,i
C[C@@H]1CN([C@H](C)CO)C(=O)c2cccc(NC(=O)c3cnccn3)c2O[C@@H]1CN(C)S(=O)(=O)c1cn(C)cn1,i
O=C1CC(CSc2nnnn2-c2ccccc2)=NN1,i
COc1cc(S(=O)(=O)n2nnc3ccccc32)c(OC)cc1Cl,i
C[C@H](CO)N1C[C@H](C)[C@@H](CN(C)Cc2ccccc2)OCCCC[C@H](C)Oc2ccc(NS(=O)(=O)c3ccccc3)cc2C1=O,i
C[C@H](CO)N1C[C@H](C)[C@@H](CN(C)S(=O)(=O)c2cccs2)Oc2ccc(NC(=O)Cn3cnnn3)cc2C1=O,i
COC(=O)c1cccc(O)c1C(=O)c1c(O)cc(C)cc1O,i
COc1ccc(C)cc1S(=O)(=O)N(CC(=O)O)c1ccccc1,i
C[C@H]1CN([C@@H](C)CO)C(=O)Cc2cc(NC(=O)CCCN(C)C)ccc2O[C@@H]1CN(C)S(=O)(=O)c1cn(C)cn1,i
Cc1noc(C)c1NC(=O)Nc1ccc2c(c1)C(=O)N([C@@H](C)CO)C[C@H](C)[C@H](CN(C)Cc1ccc(C(=O)O)cc1)OCCCC[C@@H](C)O2,i
C[C@@H]1CCCCO[C@H](CN(C)C(=O)Nc2ccccc2)[C@@H](C)CN([C@H](C)CO)C(=O)c2cc(NC(=O)CCC(F)(F)F)ccc2O1,i
CC(=O)N[C@H]1[C@H](O/N=[N+](\[O-])N2CCCC2)OC(CO)[C@@H](O)[C@@H]1O (stereo partly drawn),i
COc1ccc(CN(C)C[C@H]2Oc3c(NC(=O)c4ccc(-c5nccs5)cc4)cccc3C(=O)N([C@H](C)CO)C[C@H]2C)cc1,i
CCN(CC)c1nc(Nc2ccccc2)nc(Oc2ccc(=O)[nH]n2)n1,i
C[C@H](CO)N1C[C@H](C)[C@H](CN(C)C(=O)Nc2ccc3c(c2)OCO3)Oc2ccc(N(C)C)cc2C1=O,i
Cc1noc(C)c1S(=O)(=O)Nc1cccc2c1O[C@H](CN(C)C)[C@H](C)CN([C@H](C)CO)C2=O,i

# (listing goes on)
SMILES,NFkB SMM
COc1cc(NC(=O)CSc2nnc(C)s2)cc(OC)c1OC,i
CNC[C@@H]1Oc2ncc(C#Cc3ccc(OC)c(OC)c3)cc2C(=O)N([C@H](C)CO)C[C@@H]1C,i
C[C@H]1CN([C@@H](C)CO)C(=O)Cc2cc(NS(=O)(=O)c3cccs3)ccc2O[C@H]1CN(C)S(=O)(=O)c1ccccc1,i
COc1ccc(NC(=O)Nc2ccc3c(c2)C(=O)N([C@H](C)CO)C[C@@H](C)[C@@H](CN(C)C)O3)cc1,i
COC(=O)c1ccccc1NC(=O)CN(c1ccc(F)cc1)S(C)(=O)=O,i
C=CCn1c(CSc2nc(N)cc(N)n2)n[nH]c1=S,i
C[C@@H]1CCCCO[C@H](CN(C)C(=O)Cc2ccccc2)[C@@H](C)CN([C@@H](C)CO)C(=O)c2cc(NC(=O)Nc3ccccc3)ccc2O1,i
C[C@H]1CN([C@@H](C)CO)C(=O)c2cccc(NS(C)(=O)=O)c2O[C@@H]1CN(C)S(=O)(=O)c1cccs1,i
C[C@@H]1CN([C@H](C)CO)C(=O)Cc2cc(NC(=O)NC3CCCCC3)ccc2O[C@@H]1CN(C)Cc1ccc(C(=O)O)cc1,i
Cc1ccc(S(=O)(=O)NCCC(=O)O)cc1,i
CNC[C@H]1Oc2ccc(NC(=O)NC3CCCCC3)cc2C(=O)N([C@H](C)CO)C[C@H]1C,i
C[C@@H]1O[C@@H](O[C@H]2[C@H](O[C@H]3[C@H](O[C@H]4CC[C@@]5(C)C(CC[C@]6(C)C5CC=C5[C@@H]7CC(C)(C)C[C@@H](O)[C@]7(C)CC[C@]56C)[C@@]4(C)CO)O[C@H](C(=O)O)[C@@H](O)[C@@H]3O)OC[C@H](O)[C@@H]2O)[C@H](O)[C@H](O)[C@H]1O (stereo partly drawn),i
O=C(O)CCC(=O)Nc1ccc(-c2nc3ccc(C(=O)c4ccccc4)cc3[nH]2)cc1,i
CNC[C@@H]1Oc2c(NC(=O)Nc3ccc(C(F)(F)F)cc3)cccc2C(=O)N([C@H](C)CO)C[C@@H]1C,i
Cc1noc(C)c1S(=O)(=O)N(C)C[C@H]1Oc2c(NC(=O)c3ccc(-c4nccs4)cc3)cccc2C(=O)N([C@H](C)CO)C[C@H]1C,i
Cc1noc(C)c1NC(=O)N(C)C[C@H]1Oc2ccc(NC(=O)Nc3cccc4ccccc34)cc2C(=O)N([C@H](C)CO)C[C@H]1C,i
CCOC(=O)[C@H](CCc1ccccc1)N[C@@H](C)C(=O)N1Cc2cc(OC)c(OC)cc2C[C@H]1C(=O)O,i
C[C@@H]1CN([C@H](C)CO)C(=O)c2cc(NC(=O)Nc3ccc4c(c3)OCO4)ccc2O[C@@H]1CN(C)C,i
CSc1nc2sc3c(c2c2nnc(SCC(=O)Nc4ccccc4)n12)CCC3,i
CC(=O)CCc1ccc(Oc2ccc(C(F)(F)F)cn2)cc1,i
N#Cc1cc2[nH]c(=O)c(=O)[nH]c2cc1[N+](=O)[O-],i
COc1cc(NC(=O)CSc2ncnc3sc(C)c(C)c23)cc(OC)c1,i
C[C@@H]1CN([C@@H](C)CO)C(=O)Cc2cc(NC(=O)Nc3ccc4c(c3)OCO4)ccc2O[C@@H]1CN(C)C(=O)NC1CCCCC1,i
CC1(C)CC(=O)c2cnc(NC(=O)CSc3nc4ccccc4o3)nc2C1,i
Cc1ccc(S[C@]2(C(=O)NCc3ccccc3)CC(=O)N(C3CCCCC3)[C@@H]2c2ccc(CO)cc2I)cc1,i

# Gathered by group: the entries above containing a halogen.
SMILES,NFkB SMM
O=C(NCc1ccccn1)c1cnn2c1NC(c1cccs1)CC2C(F)(F)F (stereo not drawn),i
Cc1ccc(S(=O)(=O)N(C)C[C@H]2Oc3ccc(NS(=O)(=O)c4ccc(Cl)cc4)cc3CC(=O)N([C@H](C)CO)C[C@H]2C)cc1,i
COc1cc(S(=O)(=O)n2nnc3ccccc32)c(OC)cc1Cl,i
C[C@@H]1CCCCO[C@H](CN(C)C(=O)Nc2ccccc2)[C@@H](C)CN([C@H](C)CO)C(=O)c2cc(NC(=O)CCC(F)(F)F)ccc2O1,i
COC(=O)c1ccccc1NC(=O)CN(c1ccc(F)cc1)S(C)(=O)=O,i
CNC[C@@H]1Oc2c(NC(=O)Nc3ccc(C(F)(F)F)cc3)cccc2C(=O)N([C@H](C)CO)C[C@@H]1C,i
CC(=O)CCc1ccc(Oc2ccc(C(F)(F)F)cn2)cc1,i
Cc1ccc(S[C@]2(C(=O)NCc3ccccc3)CC(=O)N(C3CCCCC3)[C@@H]2c2ccc(CO)cc2I)cc1,i

# Later entries:
SMILES,NFkB SMM
COc1ccccc1NC(=O)c1c(NCc2ccc(C)o2)sc2c1CCC2,i
C[C@H](CO)N1C[C@H](C)[C@H](CN(C)Cc2ccncc2)Oc2ccc(NC(=O)C3CC3)cc2C1=O,i
C[C@@H]1CN([C@H](C)CO)C(=O)c2cc(NS(C)(=O)=O)ccc2O[C@@H]1CN(C)C(=O)NC1CCCCC1,i
COc1cc(/C=C/C(=O)OCC[N+](C)(C)C)cc(OC)c1O,i
C[C@H]1CN([C@@H](C)CO)C(=O)c2cc(NC(=O)Nc3ccc(F)cc3)ccc2O[C@H]1CN(C)C(=O)Nc1ccc(F)cc1,i
CNC[C@H]1Oc2ccc(NC(=O)NC3CCCCC3)cc2C(=O)N([C@@H](C)CO)C[C@@H]1C,i
C[C@H](CO)N1C[C@H](C)[C@H](CN(C)C(=O)Nc2ccc(C(F)(F)F)cc2)OCCCC[C@H](C)Oc2ccc(NS(C)(=O)=O)cc2C1=O,i
[N-]=[N+]=Nc1ccccc1C[C@]1(C(=O)NCCN2CCOCC2)N=C(c2ccc(OCCCO)cc2)O[C@H]1c1ccccc1N=[N+]=[N-],i
Cc1noc(C)c1NC(=O)N(C)C[C@@H]1Oc2ccc(NC(=O)C3CC3)cc2CC(=O)N([C@@H](C)CO)C[C@@H]1C,i
CCn1c2ccccc2n2c(SCC(=O)Nc3ccc(C)cc3)nnc12,i
C[C@@H]1CN([C@@H](C)CO)C(=O)Cc2cc(NC(=O)CCCN(C)C)ccc2O[C@H]1CN(C)Cc1ccncc1,i
C[C@@H]1CN([C@@H](C)CO)C(=O)Cc2cc(NC(=O)CCN3CCOCC3)ccc2O[C@H]1CN(C)C(=O)Nc1cccc2ccccc12,i
CCOc1ccccc1OC(c1ccccc1)C1CNCCO1 (stereo not drawn),i
COc1ccc(OC)c(C(=O)c2coc3ccc(OCC(=O)O)cc23)c1,i
C[C@H]1CN([C@@H](C)CO)C(=O)c2cccc(NS(=O)(=O)c3ccccc3)c2O[C@@H]1CN(C)Cc1ccc(Oc2ccccc2)cc1,i
CC(C)NC(=O)N(C)C[C@H]1OCCCC[C@H](C)Oc2ccc(NC(=O)CCC(F)(F)F)cc2C(=O)N([C@H](C)CO)C[C@@H]1C,+
Cc1ccc(S(=O)(=O)Nc2ccc3c(c2)C(=O)N([C@@H](C)CO)C[C@H](C)[C@@H](CN(C)Cc2ccc(C(=O)Nc4ccccc4N)cc2)OCCCC[C@@H](C)O3)cc1,i
COc1cc2c(cc1OC)CN(C(=O)[C@H]1[C@@H]3C(=O)O[C@@H](c4ccccc4)[C@@H](c4ccccc4)N3[C@@H](c3ccc(OCCO)cc3)[C@]13C(=O)Nc1ccccc13)CC2,i
CC(=O)CC(c1ccc([N+](=O)[O-])cc1)c1c(O)c2ccccc2oc1=O (stereo not drawn),i
CC(C)=CCc1c(O)c(CC=C(C)C)c2c(c1O)C(=O)CC(c1ccccc1)O2 (stereo not drawn),i
C[C@@H]1CN([C@@H](C)CO)C(=O)c2cc(NC(=O)CCN3CCOCC3)ccc2O[C@H]1CN(C)C(=O)Nc1ccccc1,i
COc1ccc(CN(C)C[C@H]2Oc3c(NC(=O)C4CCCCC4)cccc3C(=O)N([C@@H](C)CO)C[C@H]2C)cc1,i
Cc1cc2c(cc1O[C@@H]1O[C@H](CO[C@@H]3OC[C@@H](O)[C@H](O)[C@H]3O)[C@@H](O)[C@H](O)[C@H]1O)C(=O)c1ccccc1C2=O,i
Cc1cc(C(=O)Nc2cccc3c2O[C@@H](CN(C)CC2CC2)[C@H](C)CN([C@H](C)CO)C3=O)n(C)n1,i
CS(=O)(=O)CCC(C(=O)Nc1cccc2ncccc12)N1C(=O)c2cc(Cl)c(Cl)cc2C1=O (stereo not drawn),i

# (more compounds)
SMILES,NFkB SMM
CC(C)N(C(=O)Cn1c(-c2ccco2)nc2ccccc21)c1ccccc1,i
Cc1cc(C)cc(N2C(=O)CSC2c2cccc([N+](=O)[O-])c2)c1 (stereo not drawn),i
Cc1[nH]c2ccccc2c1C(=O)CCC(=O)O,i
C[C@@H]1CN([C@H](C)CO)C(=O)c2cccc(NC(=O)Nc3ccc(C(F)(F)F)cc3)c2O[C@@H]1CN(C)C,i
COc1ccc(NC(=O)CCN2CCc3ccccc3C2)c(OC)c1,i
COc1ccc(CN(C)C[C@@H]2Oc3c(NC(=O)Nc4c(C)noc4C)cccc3C(=O)N([C@@H](C)CO)C[C@@H]2C)cc1,i
CCO[C@@H]1OC(C(=O)N2CCOCC2)=C[C@H](c2ccccc2)[C@H]1CCCO,i
Cc1ccccc1OC(C)C(=O)Nc1ccccc1C(N)=O (stereo not drawn),i
Cc1noc(C)c1NC(=O)N(C)C[C@@H]1Oc2ccc(NC(=O)Cn3cnnn3)cc2CC(=O)N([C@H](C)CO)C[C@@H]1C,i
O=C(NCc1ccccc1)C1=C[C@H](c2coc3ccccc3c2=O)C[C@H](OCc2ccc(CO)cc2)O1,i
O=C1CCCC(=O)C1CC1C(=O)CCCC1=O,i
C[C@@H]1CN([C@@H](C)CO)C(=O)c2cc(NC(=O)CCC(F)(F)F)ccc2O[C@@H](C)CCCCO[C@H]1CN(C)C(=O)CCC(F)(F)F,+
Cc1cc2nn(-c3ccccc3)nc2cc1NC(=O)C(C)(C)Oc1ccc(Cl)cc1,i
C[C@H](CO)N1C[C@H](C)[C@@H](CN(C)S(=O)(=O)c2ccccc2)OCCCC[C@H](C)Oc2ccc(NC(=O)c3ccccc3)cc2C1=O,i
Cc1ccc(S(=O)(=O)NC(C)C(=O)Nc2ccc(C(N)=O)cc2)cc1 (stereo not drawn),i
C[C@H](CO)N1C[C@H](C)[C@@H](CN(C)Cc2ccc(C(F)(F)F)cc2)Oc2ccc(NC(=O)CCN3CCOCC3)cc2C1=O,i

# This is a subset; the hit share may differ from the screen's.
